FBW7 activator: human FBW7 E3 ligase activation, primary screen; AlphaScreen FBW7–phospho-cyclin E peptide binding, activator screen; normalized activity (activation), % at 26.1 µM; 0.13% of 650,000 active; AID 1259310; in the data active means normalized activity above about 1.9%;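 further: purified mutant Fbw7 with reduced substrate affinity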
TEAD-YAP block: TEAD-YAP interaction inhibition; HEK-TIYL cells, TEAD-Gal4/YAP UAS-luciferase luminescence; inhibition, % at 9.12 µM; 1.4% of 640,000 active; in the data active means inhibition above about 32%;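 further: 0% = median of test compound wells and 100% = reference inhibitor wells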
MITF primary: blocks human microphthalmia-associated transcription factor. O75030. inhibition, % at 2.6 µM. AlphaScreen MITF homodimerization, bead proximity signal. 0.91% of 650,000 active; in the data active means inhibition above about 50%;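 further: 0% = vehicle wells with protein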
Target sequence (O75030 whole entry, looked up): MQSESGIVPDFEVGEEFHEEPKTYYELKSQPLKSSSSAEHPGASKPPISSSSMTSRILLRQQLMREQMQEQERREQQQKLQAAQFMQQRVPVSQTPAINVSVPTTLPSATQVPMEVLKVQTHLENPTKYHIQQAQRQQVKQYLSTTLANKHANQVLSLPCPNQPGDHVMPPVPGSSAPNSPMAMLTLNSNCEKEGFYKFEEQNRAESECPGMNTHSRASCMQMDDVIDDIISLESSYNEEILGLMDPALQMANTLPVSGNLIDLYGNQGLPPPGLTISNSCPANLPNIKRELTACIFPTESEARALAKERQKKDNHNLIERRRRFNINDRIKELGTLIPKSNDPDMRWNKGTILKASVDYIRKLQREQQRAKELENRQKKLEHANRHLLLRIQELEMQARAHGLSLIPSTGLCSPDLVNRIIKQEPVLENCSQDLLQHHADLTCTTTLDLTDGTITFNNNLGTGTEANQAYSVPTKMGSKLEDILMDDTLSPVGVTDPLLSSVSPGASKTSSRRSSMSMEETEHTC
GPR151 activ: activates the human receptor GPR151; activation, % at 11.2 µM; AID 1508602; Q8TDV0; 1% of 650,000 active; PathHunter beta-arrestin GPR151 cells, luminescence; in the data active means activation above about 4.9%;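 further: 0% = median of compound wells and 100% = cells with positive control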
Target sequence (Q8TDV0 whole entry, looked up): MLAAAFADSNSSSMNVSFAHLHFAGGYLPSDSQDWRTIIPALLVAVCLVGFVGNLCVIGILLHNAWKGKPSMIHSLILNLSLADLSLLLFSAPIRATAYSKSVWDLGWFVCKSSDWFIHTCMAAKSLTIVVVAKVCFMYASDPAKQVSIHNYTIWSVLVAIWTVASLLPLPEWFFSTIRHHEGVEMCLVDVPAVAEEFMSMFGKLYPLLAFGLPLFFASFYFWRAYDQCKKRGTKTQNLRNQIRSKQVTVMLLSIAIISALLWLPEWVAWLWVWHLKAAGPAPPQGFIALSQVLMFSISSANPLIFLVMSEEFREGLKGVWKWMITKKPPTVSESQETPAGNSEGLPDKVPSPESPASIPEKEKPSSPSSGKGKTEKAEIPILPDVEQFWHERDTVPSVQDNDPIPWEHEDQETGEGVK
* = called active by the depositor; & = joins results of further samples. Random draw from the library; about 3.5% have a hit in one of these screens.

smiles,GPR151 activ,FBW7 activator,MITF primary,TEAD-YAP block
COc1ccc(Cl)cc1NC(=S)N(Cc1ccc(Br)cc1)Cc1ccc(C(=O)O)cc1,-1.2,0.2,-3,22
CCN(CC)S(=O)(=O)c1ccc(OC)c(N)c1,-0.3,0.6,5,8
COc1ccc(/C=C(/NC(=O)c2ccco2)C(=O)NCCc2c[nH]c3ccccc23)cc1OC,1.2,0.1,6,2
NC(=O)c1ccc(NC(=O)COc2ccc(S(=O)(=O)N3CCCC3)cc2)cc1,0.3,-0.1,6,0
Cc1c(C(=O)Nc2ccc(F)c(Cl)c2)sc2ncnc(N3CCN(c4ccccn4)CC3)c12,0.1,0.0,16,3
Cc1cccc(NC(=O)/C(=C\c2ccc(N(C)C)cc2)NC(=O)c2ccccc2Br)c1,-1.3,0.0,12,9
Cc1nc2sccn2c(=O)c1CCN1CCC(=C(c2ccc(F)cc2)c2ccc(F)cc2)CC1,-0.3&-1.6,0.1&-0.1,28&-2,0&0
Cc1ccc2nc(NC(=O)c3ccc([N+](=O)[O-])s3)sc2c1,0.1,0.0,6,-5
CCC(C)CNC(=O)CCc1nnc(CCc2ccc(OC)cc2)o1 (centres undefined),-1.5,-0.1,3,-46
Cc1cc(C)n(-c2nc3nonc3nc2Nc2cccc(C)c2C)n1,0.6,-0.1,-6,2
O=C(Cn1ncn2c(cc3ccccc32)c1=O)NCc1ccco1,-1.4,0.1,-3,-3
O=C(CNCc1cccc(Cl)c1)N1CCc2ccccc2C1,0.1,-0.1,16,-5
CCOC(=O)COc1ccccc1/C=N/Nc1nnc(C)c(=O)[nH]1,0.4,0.0,-2,2
CNC(=O)[C@H]1O[C@@H](n2cnc3c(N)ncnc32)C(O)[C@H]1O (some centres undefined),2.1,0.1,8,-33
Cc1ccc(N=Cc2ccc(O)c(O)c2)c(C)c1,0.5,0.0,-10,1

(listing goes on)
smiles,GPR151 activ,FBW7 activator,MITF primary,TEAD-YAP block
CCC1(C(=O)OC)NC(c2ccco2)C2C(=O)N(c3ccc(F)cc3)C(=O)C21 (centres undefined),-0.7,0.0,0,1
CN1CCN(CC(=O)N/N=C\c2ccccc2O)CC1,0.2,-0.1,-1,6
Cc1ccc2c(c1)c(=O)c1ccccc1n2CC(=O)Oc1cccc(Br)c1,-1.8,0.6,2,-16
O=C1c2ccccc2C(=O)N1CC(=O)N(C1CC1)C1(C(=O)Nc2ccc(F)cc2)CCCC1,-0.5,0.0,1,-5
CCOC(=O)C1=C(C)N=c2s/c(=C\c3ccc(-c4ccc(C(=O)O)cc4)o3)c(=O)n2C1c1ccccc1 (centres undefined),1.3,-0.1,9,-25
COc1cccc(NC2C=CS(=O)(=O)C2)c1 (centres undefined),0.3,0.1,-1,-12
c1ccc(C2CCC(=NNc3nc4ccccc4[nH]3)CC2)cc1 (centres undefined),-0.6,-0.1,6,33*
CCC(=O)Nc1nnc(S(=O)(=O)N(CC)c2ccc(C)cc2)s1,0.3,0.2,14,3
COC(=O)c1nnn(-c2nonc2N)c1CSc1nc2ccccc2s1,0.9,0.3,12,0
CCOc1ccccc1NC(=O)c1ccc(NC(=O)c2ccc([N+](=O)[O-])cc2)cc1,-0.1,0.0,0,-3
CCOc1cccc(/C=C2/C(=O)N(C)c3ccccc32)c1OC,-1.1,-0.1,0,-11
Cc1ccc([N+](=O)[O-])cc1NC(=O)c1sc2ccccc2c1Cl,-0.3,0.3,3,3
COC(=O)C1=C(C)Nc2ncnn2C1c1ccccc1OC (centres undefined),1.1,0.0,15,0
COCCCNC(=S)NNC(=O)Cc1c(F)cccc1Cl,-1.0,0.0,13,2
CC(NC(=O)Cn1nnnc1CN1CCCCCC1)c1cnn(C)c1 (centres undefined),4.3,-0.1,16,8

The listing continues:
smiles,GPR151 activ,FBW7 activator,MITF primary,TEAD-YAP block
O=C1NC(=O)/C(=C\c2ccc(OCc3ccc(I)cc3)cc2)N1,0.5,0.1,5,-2
O=C(CNC(=O)c1cccc(Cl)c1)N=Nc1c(O)[nH]c2ccc([N+](=O)[O-])cc12,0.0,0.1,9,2
CCOC(=O)c1c(NC(=O)c2ccc(C)c([N+](=O)[O-])c2)sc(C(=O)Nc2ccccc2C)c1C,0.6,0.0,-3,-2
C/C(=N/NC(=O)c1cccnc1)c1ccc(-c2ccccc2)cc1,-1.3,0.0,5,-13
CC1=C(C(=O)OCCOC(C)C)C(c2cccc(O)c2)C2=C(CCCC2=O)N1 (centres undefined),0.7,0.1,1,1
CCOC(=O)CNNC(=O)/C=C/c1ccccc1,0.4,-0.2,-2,-22
O=C(O)CCC(=O)Nc1ccc(NC(=O)c2ccc(Cl)cc2Cl)c(Cl)c1,0.6,0.1,4,6
Cc1cccc(NC(=O)Cn2cnc3sc4c(c3c2=O)CCC4)c1,0.7,-0.1,6,-6
CC1CCCN(Cc2nc3c(c(=O)n(C)c(=O)n3C)n2CC(N)=O)C1 (centres undefined),-0.6,-0.2,-10,-1
COc1ccccc1C(NC(=O)c1cnccn1)c1nccn1C (centres undefined),0.2,0.6,10,1
CC(=O)c1ccc(N2CCN(C(=O)COc3ccc(F)cc3)CC2)c(F)c1,-0.3,-0.1,0,4
Cc1sc2ncn(CC(=O)N3CCCC3=O)c(=O)c2c1C,-3.2,0.0,3,-46
COCCN(Cc1ccco1)C(=O)Cn1ncc2c(=O)oc3ccccc3c21,0.0,1.1,10,-6
COc1ccccc1/C=C/CN1CCc2nnc(CNC(=O)CCc3cccnc3)n2CC1,1.3,0.2,1,-3
N#C/C(=C/c1ccc(F)cc1)c1nnc2n1CCCCC2,1.1,0.6,17,-10

The results go on:
smiles,GPR151 activ,FBW7 activator,MITF primary,TEAD-YAP block
Cc1ccc(C2/C(=C(/O)c3ccc(Br)cc3)C(=O)C(=O)N2CCCn2ccnc2)cc1 (centres undefined),-0.8,0.0,1,8
O=C(Nc1ccc(C2CC2(Cl)Cl)cc1)c1cccs1 (centres undefined),-0.5,0.1,7,-33
O=C(NC(=O)N1CCCCC1)c1ccccc1,2.5,-0.1,-5,-6
CCc1ccc(-c2csc(NC(=O)c3ccc(S(=O)(=O)N(CCOC)CCOC)cc3)n2)cc1,-1.0,-0.2,-7,-4
COc1cc(-c2nn(CN3CCCCC3)c(=S)o2)cc(OC)c1OC,2.7,0.0,3,3
CCN(Cc1ccncc1)Cc1ccc(OCC(O)CN2CCCCC2)cc1 (centres undefined),1.5,0.1,-16,8
CCOC(=O)c1cc2cccc([N+](=O)[O-])c2[nH]1,-3.2,-0.1,20,-14
Cc1ccnc(N2CCCC(C(=O)NCc3ccccc3)C2)n1 (centres undefined),0.2,-0.1,-2,5
O=C(Nc1ccc(O)cc1)C1CCCO1 (centres undefined),-2.9,0.3,22,1
CCCn1c(=NC(=O)c2cccc(F)c2)c(C(=O)OCC)cc2c(=O)n3ccccc3nc21,-0.6,0.2,12,10
CCOc1ccccc1CN1CCC(C(=O)NC2CCCC2)CC1,-0.2,-0.3,38,0
CCCCC(CC)CNC(=O)c1cccnc1 (centres undefined),0.7,0.0,-15,8
O=C1C2CC=CCC2C(=O)N1c1cc(Cl)ccc1O (centres undefined),-0.6,0.0,-24,-7
O=S(=O)(NCCCN1CCOCC1)c1ccc(Cl)c(Cl)c1Cl,0.4,-0.2,-13,8
COc1ccccc1CNC(=O)C(CCSC)NC(=O)C1CCC(C)CC1 (centres undefined),-0.1,0.1,10,-8

(listing goes on)
smiles,GPR151 activ,FBW7 activator,MITF primary,TEAD-YAP block
Cc1occc1C(=O)NNC(=O)C1CCCCC1C(=O)O (centres undefined),-2.4,-0.1,-6,-43
O=C(c1cccnc1)N1CCSC1c1ccccc1 (centres undefined),-0.8,0.0,-6,13
COc1ccc(CN2C(=O)C3C(C(=O)Nc4cccc(C)c4)C4C=CC3(O4)C2C(=O)NC2CCCCC2C)cc1 (centres undefined),-1.9,0.0,-5,1
Cn1c(=O)c2[nH]c(-c3ccc(S(=O)(=O)O)cc3)nc2n(C)c1=O,0.5,-0.2,-1,4
CN1CCN(c2ccccc2NC(=O)c2cccs2)CC1,-1.4,0.0,42,2
Cc1nn(CC(=O)Nc2nc3ccc(Br)cc3s2)c(=O)c2ccccc12,1.9,0.0,11,10
COC(=O)[C@@H](NC(=O)c1cc(COc2ccc3ncccc3c2)on1)C(C)C,-1.0,0.0,3,24
CCC1CN(CCNC(=O)c2ccnc(Cl)c2)Cc2cc(OC)ccc2O1 (centres undefined),-0.7,-0.1,-3,-3
N#Cc1sc(NCCN2CCOCC2)nc1Cl,2.2,0.0,8,5
CC1CCc2c(sc(NC(=O)C(C)C)c2C#N)C1 (centres undefined),0.7,-0.1,-4,-18
CC(C)COc1ccc(CC2CCC(=O)NC2=O)cc1 (centres undefined),-1.5,0.0,14,-16
O=C(Cc1cccc(F)c1)NCc1nnc2n1CCN(Cc1ccccc1O)CC2,-0.2,0.1,2,-6
Cc1ccc(S(=O)(=O)NCC(=O)OC(C)C(=O)c2c(C)[nH]c3ccccc23)cc1 (centres undefined),1.8,-0.2,2,-1
COC(=O)c1c(NC(=O)COc2cccc(Br)c2)sc2c1C(C(=O)OC)CC2 (centres undefined),-0.3,-0.1,-6,-8
O=S(=O)(NCc1cccnc1)c1cccc(Cl)c1Cl,4.1,0.3,6,-12

Single values from the list.
For MITF primary, Cc1ccc(S(=O)(=O)NCC(=O)OC(C)C(=O)c2c(C)[nH]c3ccccc23)cc1 (centres undefined) shows 2
For FBW7 activator, Cn1c(=O)c2[nH]c(-c3ccc(S(=O)(=O)O)cc3)nc2n(C)c1=O shows -0.2

Compounds above containing a nitro group on carbon (six):
smiles,GPR151 activ,FBW7 activator,MITF primary,TEAD-YAP block
Cc1ccc2nc(NC(=O)c3ccc([N+](=O)[O-])s3)sc2c1,0.1,0.0,6,-5
CCOc1ccccc1NC(=O)c1ccc(NC(=O)c2ccc([N+](=O)[O-])cc2)cc1,-0.1,0.0,0,-3
Cc1ccc([N+](=O)[O-])cc1NC(=O)c1sc2ccccc2c1Cl,-0.3,0.3,3,3
O=C(CNC(=O)c1cccc(Cl)c1)N=Nc1c(O)[nH]c2ccc([N+](=O)[O-])cc12,0.0,0.1,9,2
CCOC(=O)c1c(NC(=O)c2ccc(C)c([N+](=O)[O-])c2)sc(C(=O)Nc2ccccc2C)c1C,0.6,0.0,-3,-2
CCOC(=O)c1cc2cccc([N+](=O)[O-])c2[nH]1,-3.2,-0.1,20,-14

Following part:
smiles,GPR151 activ,FBW7 activator,MITF primary,TEAD-YAP block
COC(=O)c1ccc([C@@H]2Nc3ccc(C(C)=O)cc3[C@@H]3C=CC[C@@H]32)cc1,-1.1,-0.2,11,-29
Cc1ccc(OCCn2cnc3ccccc3c2=O)cc1,0.4,-0.1,-5,-71
CCOc1ccc(CN2CCc3nnc(C(NC(=O)C4CCOC4)C(C)C)n3CC2)cc1 (centres undefined),2.7,0.0,5,18
CN(C)c1ccc(C(=O)/C=C/c2ccccn2)cc1,1.6,-0.1,12,-34
CCCCN(C)C(=O)C1c2cc(OC)c(OC)cc2C(=O)N(C)C1c1ccccc1F (centres undefined),-1.1,0.0,12,5
Cc1ccccc1C(=O)Nc1c2c(nn1-c1ccc([N+](=O)[O-])cc1)CSC2,1.1,0.0,61*,-4
O=c1[nH]cc(S(=O)(=O)N2CCN(c3ccc(F)cc3)CC2)c(=O)[nH]1,-1.8,-0.1,-10,0
CN1CCN(C(=O)c2ccc(C(F)(F)F)cc2)CC1,0.5,0.0,3,1
O=C(Nc1cc(Cl)ccc1Cl)c1cc(S(=O)(=O)NC2CCCCCC2)ccc1F,-0.8,0.0,-12,2
CCOc1ccc2nc(/N=C/c3c(O)n(-c4ccc(Cl)cc4)c(=O)[nH]c3=O)sc2c1,-0.4,0.5,6,10
Cc1ccccc1C1(CC(=O)N2CCN(C)CC2)CC(=O)N(Cc2ccccc2)C1=O (centres undefined),-1.0,0.1,13,8
O=C(CCc1ccccc1)N1CCCC(CNS(=O)(=O)c2cccs2)C1 (centres undefined),-0.5,-0.1,3,0
NCC(O)C(O)C(O)c1cnn(-c2ccccc2)n1 (centres undefined),1.7,0.0,10,3
COC(=O)c1ccc2c(=O)[nH]c3c(C(=O)N4CCCCC4)sc(=S)n3c2c1,-0.3,-0.1,-2,-5
O=C(CSc1nc2sc3c(c2c(=O)n1C1CCCCC1)CCC3)c1ccc(Cl)cc1,1.7,-0.2,6,9

More compounds follow:
smiles,GPR151 activ,FBW7 activator,MITF primary,TEAD-YAP block
COc1ccc(/C=C/c2nc3ccccc3c(=O)n2-c2ccc(OC)c(OC)c2)cc1,0.2,0.8,6,5
O=C(CN1C(=O)NC2(CCOc3ccccc32)C1=O)NCCCN1CCCC1=O (centres undefined),2.9,0.1,2,-5
O=C(Nc1nc(-c2ccccn2)cs1)c1cc(=O)c2ccccc2o1,1.0,-0.1,11,-5
COc1cc(/C=C2/C(=N)N3N=C(c4ccccc4Cl)SC3=NC2=O)cc(OC)c1OC,-2.1,-0.1,-3,-7
CCOC(=O)c1sc2nc(SCc3cccc(F)c3)n(Cc3ccc(C)cc3)c(=O)c2c1C,3.4,-0.1,0,6
CCN=C1SC(C(=O)Nc2ccccc2)CC(=O)N1Cc1ccc2c(c1)OCO2 (centres undefined),-0.5,-0.1,-11,-1
C#CCn1c(=NC(=O)c2ccc(C#N)cc2)sc2ccccc21,-1.3,0.0,18,2
CCCn1nnnc1NC(=O)c1cccnc1Cl,-1.0,-0.1,-8,3
